Bioassay records from PubChem BioAssay.
ERG Ets-DNA blk: ERG Ets/DNA interaction inhibition. P11308. 370,000 tested, 0.028% active. fluorescence polarization, His-ERG Ets domain / labelled DNA. Potency, µM (doses to about 76.9 µM), for the others: at the highest dose FP activity, negative = inhibition, usual class: inhibitors. AID 624246; active means well fitted inhibition curve with a large enough effect in the polarisation, with a control signal flat; inconclusive means small, poorly fitted or top-dose-only effect, or effect the other way, or a change in a side signal; inactive means no such curve, though single readings can be large or run the other way; the % refers to the polarisation;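 further: polarization taken with two DNA probes labelled with fluorescein and Texas red; potency means the concentration at half of the fitted maximal effect; % of control where 0% means no effect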
Target sequence (P11308 whole entry, looked up, the tested form may be a part): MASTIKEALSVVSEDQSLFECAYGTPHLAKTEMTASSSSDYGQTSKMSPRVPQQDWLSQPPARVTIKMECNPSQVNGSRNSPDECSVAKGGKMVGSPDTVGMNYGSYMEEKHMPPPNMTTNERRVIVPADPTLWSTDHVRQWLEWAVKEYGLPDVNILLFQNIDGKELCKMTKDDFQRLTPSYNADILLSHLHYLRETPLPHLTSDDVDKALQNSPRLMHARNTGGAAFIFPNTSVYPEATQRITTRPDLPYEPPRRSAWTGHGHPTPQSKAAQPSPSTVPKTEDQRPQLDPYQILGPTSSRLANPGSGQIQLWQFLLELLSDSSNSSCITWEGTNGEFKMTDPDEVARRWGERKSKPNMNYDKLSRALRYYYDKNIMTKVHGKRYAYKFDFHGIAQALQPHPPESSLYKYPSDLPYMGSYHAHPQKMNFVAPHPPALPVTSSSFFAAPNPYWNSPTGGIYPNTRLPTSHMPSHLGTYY
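His-tagged ERG Ets domain (1 uM in the protein solution; 300mM KCl, 50mM Tris-HCl, 1mM EDTA, 1mM DTT, pH 7.5) received compound, then a probe mix of 5 nM fluorescein-DNA and 100nM Texas-615-DNA. Fluorescence polarization was read for both dyes.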
BLM helicase inh: blocks DNA unwinding by human BLM helicase. P54132. recombinant BLM DNA unwinding, fluorescence dequenching. Potency, µM (top dose mostly 56.1 µM), inactives show at the top dose activity change, negative = inhibition, most hits filed as inhibitors. 350,000 tested, 0.2% active. AID 2528;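 further: potency means the concentration at half of the fitted maximal effect; plate controls were vehicle for no effect and no enzyme for full effect; nearly all actives have a fitted effect of over 35% in size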
Pol beta inh: blocks human DNA polymerase beta activity; Potency, µM (top dose mostly 114 µM), without a hit: top-dose activity change, negative = inhibition, most hits filed as inhibitors; P06746; Pol beta primer extension/strand displacement, fluorescence kinetic; 340,000 tested, 1.3% active; further: potency means the concentration at half of the fitted maximal effect; on the % scale 0 is the no-effect control and ±100 the full control effect
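Preincubation: enzyme (10 nM) with compound, 15 min, RT. Reaction: substrate added to 50 nM final. Reads: 0 and 10 min. Analysis: normalized, Hill fit.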
TRHR ag: TRH receptor (human) agonism; TRHR cells, calcium flux fluo-8, FDSS agonist mode; activation, % at 2 µM; 360,000 tested, 0.18% active; AID 493084; in the data active means activation above about 30%; further: 0% is about no effect
Target sequence (P34981 whole entry, looked up): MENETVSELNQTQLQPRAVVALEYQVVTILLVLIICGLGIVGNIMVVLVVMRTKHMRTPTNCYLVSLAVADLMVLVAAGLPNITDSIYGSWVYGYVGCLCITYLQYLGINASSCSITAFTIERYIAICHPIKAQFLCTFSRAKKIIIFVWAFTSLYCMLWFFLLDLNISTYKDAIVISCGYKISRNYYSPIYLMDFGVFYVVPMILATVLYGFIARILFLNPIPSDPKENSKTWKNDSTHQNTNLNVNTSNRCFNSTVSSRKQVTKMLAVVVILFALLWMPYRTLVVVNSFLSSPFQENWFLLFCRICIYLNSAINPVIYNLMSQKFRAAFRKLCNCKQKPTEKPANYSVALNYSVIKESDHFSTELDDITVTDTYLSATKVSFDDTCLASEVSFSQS
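TRHR-expressing cells, plated overnight in medium with 10% serum, were loaded with fluo-8 calcium dye at room temperature. After a 10 s baseline, library compound was pin-added and calcium release was recorded kinetically (ex 480/em 530) as agonist response.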
APE1 inh: inhibitors of human APE1 endonuclease; P27695; recombinant APE1, TAMRA/BHQ-2 abasic DNA cleavage fluorescence; Potency, µM (titrated, usually from 65.8 µM), inactives show at the top dose activity change, negative = inhibition, most hits filed as inhibitors; 350,000 tested, 0.35% active; AID 2517;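 further: potency means the concentration at half of the fitted maximal effect; plate controls were vehicle for no effect and reference inhibitor for full effect; nearly all actives have a fitted effect of over 55% in size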
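Quantitative HTS: incision of a TAMRA/BHQ-2 double-stranded substrate bearing a tetrahydrofuran abasic site by 0.75 nM APE1 raises fluorescence. Substrate 50 nM final, added after 15 min compound preincubation at room temperature; progress as third-minus-first kinetic read difference.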
POLI inh: blocks human DNA polymerase iota activity | Q9UNA4 | Pol iota fluorescent replication assay, 10 min | Potency, µM (highest dose often 115 µM), inactives show at the highest dose activity, negative = inhibition, most hits filed as inhibitors | 390,000 tested, 1% active | AID 588590; further: potency means the concentration at half of the fitted maximal effect
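Fluorescent replication assay read twice, at 0 min and 10 min after adding 50 nM (final) substrate. Enzyme (10 nM) and compounds were first incubated 15 min at room temperature; enzyme-free buffer wells were negative controls.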
ALOX12 inh: inhibitors of human 12S-lipoxygenase ALOX12; P18054; purified 12hLO, xylenol orange hydroperoxide absorbance; Potency, µM (titrated, usually from 108 µM), inactives show at the highest dose activity change, negative = inhibition, most hits filed as inhibitors; 580,000 tested, 1.1% active; AID 1671190; further: potency means the concentration at half of the fitted maximal effect; on the % scale 0 is the no-effect control and ±100 the full control effect
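Purified human 12hLO at 150 nM in 25 mM Hepes, 0.01% Triton X-100, pH 7.0, preincubated 15 min at room temperature with compound. Reaction started with 40 uM arachidonic acid, 30 min at room temperature. Hydroperoxide measured by Fe-xylenol orange, 573/405 nm absorbance ratio.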
Pol kappa inh: inhibitors of human DNA polymerase kappa; Q9UBT6; purified Pol kappa, fluorescent DNA synthesis assay, 10 min; Potency, µM (top dose mostly 107 µM), for the others: top-dose activity, negative = inhibition, hits mostly inhibitors; 400,000 tested, 0.53% active; further: potency means the concentration at half of the fitted maximal effect; on the % scale 0 is the no-effect control and ±100 the full control effect
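50 nM final substrate added after 15 min RT preincubation of 10 nM Pol kappa with compound; fluorescence read at 0 and 10 min.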
Apoferritin bind: candidate novel general anesthetic via apoferritin binding; P02791; apoferritin/1-aminoanthracene competitive binding, fluorescence; Potency, µM (highest dose often 77.5 µM), for the others: at the highest dose activity change, negative = displacement, most hits filed as inhibitors; 350,000 tested, 0.074% active; AID 485281; further: potency means the concentration at half of the fitted maximal effect; on the % scale 0 is the no-effect control and ±100 the full control effect; nearly all actives have a fitted effect of over 20% in size
Target sequence (P02791 2-175 limits assumed): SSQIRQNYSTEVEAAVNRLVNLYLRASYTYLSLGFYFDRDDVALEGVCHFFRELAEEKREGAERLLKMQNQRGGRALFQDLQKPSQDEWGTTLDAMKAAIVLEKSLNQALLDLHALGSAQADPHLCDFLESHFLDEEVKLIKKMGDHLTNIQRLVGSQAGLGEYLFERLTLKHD
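Concentration-response curves derived by four-parameter Hill fitting of normalized fluorescence, where compounds displaced 1-AMA from 10 uM horse apoferritin following a brief 10 min room-temperature incubation; propofol titration acted as positive control.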
Starred values were filed as active, the others as inactive; ? = inconclusive; . = not tested or not shown; [ ] = remark or other dose. Unless noted, the call rests on the fitted dose curve; in most records, active means well fitted curve in the direction sought with a large enough effect; inconclusive means small, poorly fitted or top-dose-only effect, or another doubt; inactive means no such curve, though single readings can be large; an effect the other way counts as inactive or inconclusive. Only part of the results is shown; rates above refer to the full screens.

Order of results – TRHR ag, ERG Ets-DNA blk, ALOX12 inh, Apoferritin bind, Pol beta inh, BLM helicase inh, POLI inh, Pol kappa inh, APE1 inh
- COC(=O)c1cc(NC(=O)c2nccnc2C(=O)O)cc(C(=O)OC)c1
    0.3, -6.1%, ?, -0.1%, 10.8%, 1.7%, -22.1%, -14.8%, 1.1%
- Cc1cccc(NC(=O)C2CCN(c3nnc(-n4c(C)ccc4C)s3)CC2)c1C
    -0.6, 13.6%, 3.1%, -20.1%, 15.6%, -4.1%, -2.7%, -1.6%, .
- O=C(COC(=O)C1=COCCO1)Nc1ccc(Br)cc1Br
    ., ., 20.9%, ., ., ., 22.0%, -22.6%, 9.1%
- Nc1nc(-c2cccnc2)nn1S(=O)(=O)c1ccccc1
    ., -2.6%, -11.2%, ., ., ., 3.3%, -8.9%, .
- O=C(NCc1cccs1)C(=O)NCC(c1ccco1)N1CCN(c2ccccc2F)CC1 (stereo not given)
    -0.2, -0.8%, 3.1%, 1.2%, -20.4%, -10.1%, 18.5%, -2.6%, -4.7%
- CC(=O)Nc1ccc(NC(=O)c2ccc3c(c2)NC(=O)c2ccccc2S3)cc1
    -0.3, 2.1%, 3.5%, 24.6%, 7.7%, -2.9%, -12.3%, 4.7%, .
- COc1ccc(NC(=O)c2ccc3c(c2)c(C)c(C)n3Cc2ccc(F)cc2)cc1
    0.1, 4.2%, 0.0%, 42.9%[activator], -29.5%, -7.4%, ?, -39.6%, .
- CCCOc1cccc(C2C(C(=O)c3cccs3)=C(O)C(=O)N2Cc2cccnc2)c1 (stereo not given)
    0.2, 100.0%, -9.6%, -0.7%, 32.3%, -0.2%, 9.3%, -7.2%, -0.3%
- CCn1nnnc1SCC(=O)N1CCN(c2ccccc2)CC1
    -1.2, 1.3%, 2.4%, -10.5%, 15.8%, 0.1%, ?, -2.3%, 2.7%
- Cc1c(C(=O)N2CCCCC2)oc2ccc(S(=O)(=O)N3CC(C)CC(C)C3)cc12 (stereo not given)
    -0.2, -7.8%, ., -21.3%, 0.4%, -8.7%, 16.2%, -4.7%, -3.6%
- O=C1[C@@H]2C(c3ccc(F)cc3)=NO[C@@H]2C(=O)N1Cc1ccccc1
    0.0, -9.4%, 1.8%, -12.7%, 1.2%, -1.9%, -5.4%, -7.4%, -1.5%
- COc1cccc(C2C(C(N)=O)=C(C)Nc3ncnn32)c1 (stereo not given)
    0.4, 4.5%, -13.3%, -6.4%, 8.4%, -3.1%, 34.8%[activator], 0.0%, .
- CC1CCN(C(=O)CSc2nc3ccccc3c(=O)n2Cc2ccc3c(c2)OCO3)CC1
    0.9, -3.6%, -20.9%, -2.2%, -0.5%, 2.5%, 11.8%, -8.7%, 12.5%
- COCCNC(=O)c1cc(-c2cccc(Cl)c2)on1
    -0.4, 2.1%, -4.8%, -8.0%, -4.4%, -4.8%, 10.7%, 12.3%, .
- Cc1ccc2oc(=O)c3cc(C(=O)N4CCN(C(=O)c5ccco5)CC4)sc3c2c1
    1.3, ., ., -7.0%, 39.2%, 5.9%, ., ., 11.3%
- C(=C\c1nc2ccccc2[nH]1)/c1ccccc1
    0.9, -0.9%, ?, -18.2%, 4.1%, 1.7%, 6.3%, -19.9%, -0.1%
- O=C(c1ccc2c(c1)N(Cc1ccccc1F)C(=O)c1ccccc1S2=O)N1CCN(c2ccccc2)CC1 (stereo not given)
    0.2, -2.0%, -6.1%, 6.6%, -1.2%, -8.0%, 28.1%, -4.8%, .
- Cc1ccccc1NC(=O)C12CC3CCC1(C)C3(C)CO2 (stereo not given)
    -0.3, -9.8%, -22.6%, ?, 4.1%, -5.2%, 62.8%[activator], -10.4%, 2.1%
- CCCCC(=O)Nc1nnc(S(=O)(=O)N(CC)c2ccc(OC)cc2)s1
    -0.5, 4.3%, 9.0%, -8.8%, 39.3%, -4.4%, 5.1%, 13.0%, 1.4%
- Cc1ccc(S(=O)(=O)N2CCN(Cc3nc4ccc(C)cc4o3)CC2)c(C)c1
    0.3, 1.5%, ?, 1.9%, -4.5%, -3.1%, -5.3%, -11.1%[60.1 µM], .
- Cc1ccc(NC(=O)Cc2ccc(Cl)c(Cl)c2)cc1S(=O)(=O)N(C)C
    0.4, 5.3%, -18.4%, 5.5%, 2.4%, -11.1%, 18.3%, -7.5%, 9.0%
- CCOc1c(CNCCNC(=O)c2nonc2N)cccc1OC
    0.2, ., -20.0%, -7.1%, 20.2%, 2.2%, -5.6%, -3.6%, 1.2%
- Cc1ccc(S(=O)(=O)CCC(=O)c2ccc(O)cc2O)cc1
    0.1, -3.6%, ?, -20.5%, 2.1%, -0.4%, ?, -7.9%, 0.8%
- CCOc1ccc(-c2cn3c(n2)sc2cc(C(=O)NCCC4=CCCCC4)ccc23)cc1
    -0.4, 1.3%, -24.5%, 5.9%, 0.1%, -1.5%, 18.8%, -17.8%, .
- CC(C)(C)N(Cc1ccccc1)C(=O)COC(=O)C1CCCCC1
    ., 1.8%, -0.5%, ., ., ., 90.0%[activator], -10.6%, 45.0%[activator]
- CCOc1ccc2nc(SCC(=O)NCC3CCCO3)sc2c1 (stereo not given)
    ., -6.4%, -3.9%, ., ., ., -3.1%, -3.9%, 2.8%
- COc1ccc(S(=O)(=O)N(C)c2ccccc2)c2cccnc12
    0.0, -20.8%, 0.0%, 0.7%, 18.8%, -0.9%, 32.8%[activator], 10.0%, 52.7%[activator]
- COc1ccc(S(=O)(=O)Cc2ccc(C(=O)N3CCC(C(N)=O)CC3)o2)cc1
    -0.8, -7.1%, 20.2%, -1.2%, 8.9%, -3.1%, 12.9%, 10.5%, -1.5%
- COC(=O)c1cc(OC)c(OC)cc1NC(=O)c1ccco1
    -0.7, -5.5%, 138.2%[activator], -2.5%, 12.4%, -0.4%, 2.5%, -18.9%, ?
- CCOc1ccc(/C(O)=C2/C(=O)C(=O)N(c3ccccn3)C2c2ccc(Cl)cc2)c(C)c1 (stereo not given)
    -0.7, -3.2%, ?, -15.3%, ?, -8.0%, 35.2%[activator], -13.0%, -18.4%

Compound profiles, as listed above:
`Cc1ccc(S(=O)(=O)CCC(=O)c2ccc(O)cc2O)cc1` in the list: TRHR ag: 0.1; ERG Ets-DNA blk: -3.6%; ALOX12 inh: ?; Apoferritin bind: -20.5%; Pol beta inh: 2.1%; BLM helicase inh: -0.4%; POLI inh: ?; Pol kappa inh: -7.9%; APE1 inh: 0.8%
`COc1ccc(S(=O)(=O)Cc2ccc(C(=O)N3CCC(C(N)=O)CC3)o2)cc1` in the list: TRHR ag: -0.8; ERG Ets-DNA blk: -7.1%; ALOX12 inh: 20.2%; Apoferritin bind: -1.2%; Pol beta inh: 8.9%; BLM helicase inh: -3.1%; POLI inh: 12.9%; Pol kappa inh: 10.5%; APE1 inh: -1.5%

(listing goes on)
Order of results – TRHR ag, ERG Ets-DNA blk, ALOX12 inh, Apoferritin bind, Pol beta inh, BLM helicase inh, POLI inh, Pol kappa inh, APE1 inh
- O=C(c1cccc(F)c1)N1CCC2(CC1)CCN(c1ccccn1)CC2
    ., ., 3.9%[57.4 µM], ., ., -1.7%, ., 1.3%[60.1 µM], 3.0%
- CCn1cc(C(=O)OCC(=O)Nc2cc(S(=O)(=O)N(C)C)ccc2C)c(=O)c2ccc(C)nc21
    0.2, 3.8%, 0.0%, -15.9%, 21.1%, -0.7%, 6.0%, -19.0%, 0.4%
- O=C(CCNS(=O)(=O)c1ccc2c(c1)CCN2C(=O)C1CC1)Nc1ccc(Cl)cc1
    0.0, -4.8%, -20.1%, -5.5%, 15.5%, -1.9%, -18.0%, -6.4%[60.1 µM], .
- Cc1cc(C)n(-c2cc(-c3ccccc3)nc(C)n2)n1
    -0.4, 3.9%, 5.8%, 2.5%, -14.5%, -2.4%, 6.0%, -15.2%, -2.0%
- Nn1c(SCC(=O)Nc2nccs2)nncc1=O
    0.1, 5.4%, -0.1%, -6.3%, -7.6%, -3.3%, 98.5%[activator], 0.8%, 0.4%
- COc1ccccc1NC(=O)CCNS(=O)(=O)c1ccc2c(c1)CCCC(=O)N2
    -1.6, 4.4%, 3.8%, -7.1%, -2.4%, 2.9%, -15.2%, -18.6%, .
- CNc1nc(SC)nc(N(C#N)CC(=O)OC)n1
    -1.9, 3.2%, 0.0%, 1.0%, -0.3%, 2.7%, 3.9%, -22.1%, 4.8%
- O=C(NC1=NCCS1)c1ccc(Cl)s1
    0.3, 4.0%, -8.5%, 2.4%, -11.9%, -1.7%, -23.6%[58.9 µM], -19.1%, -1.0%
- COc1ccc(-c2noc(CSc3nnc(-c4ccncc4)n3-c3ccc(F)cc3)n2)cc1OC
    -0.1, ., 0.7%, -4.0%, 1.1%, 0.4%, -9.6%, -10.1%, -7.5%
- C=C(C)C1CC=C(CN2CC(C)OC(C)C2)CC1 (stereo not given)
    0.5, -3.4%, ?, -5.3%, 18.1%, 0.3%, 8.6%, -2.4%, -0.7%
- CCN(CC(=O)Nc1ccc(NC(C)=O)cc1)C(=O)COc1ccc(C(=O)c2ccccc2)cc1
    0.4, -5.8%, -21.9%, -3.0%, 48.8%, -3.2%, 0.7%, -11.1%, 6.5%
- O=C(Nc1ccccc1)c1cnc2n(c1=O)CCS2
    0.1, -1.1%, -14.9%, 4.6%, 22.1%, -1.6%, 14.0%, -17.2%, -5.2%
- COc1cc(-c2nnc3n(CCc4ccccc4)c(=O)c4ccccc4n23)cc(OC)c1OC
    -0.2, -3.4%, -12.4%, -14.6%, 17.2%, -2.5%, -11.8%, -26.7%, 8.3%
- N#Cc1ccc(Cl)cc1NC(=O)CSc1cccc[n+]1[O-]
    ., 3.6%, -26.1%, ., ., ., -2.5%, -1.2%, -14.2%

As entered above:
POLI inh result of `N#Cc1ccc(Cl)cc1NC(=O)CSc1cccc[n+]1[O-]` is entered as -2.5%
APE1 inh result of `CCN(CC(=O)Nc1ccc(NC(C)=O)cc1)C(=O)COc1ccc(C(=O)c2ccccc2)cc1` is entered as 6.5%
